# Compound activity deposited in PubChem BioAssay by Broad Institute.
# NFkB SMM: NF-kappa-B p105 (human) binding; P19838; Small molecule microarray, anti-His fluorescence binding; calls only; 1.3% of 17,000 active;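 active = spot fluorescence over background significantly raised, with a chance value under 7% in all four replicate spots of the compound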;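 also: probe protein is his-tagged human p50 processed subunit at 1 µg/ml; raw spot fluorescence signals with no normalization applied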
# Target sequence (P19838 1-433 limits assumed): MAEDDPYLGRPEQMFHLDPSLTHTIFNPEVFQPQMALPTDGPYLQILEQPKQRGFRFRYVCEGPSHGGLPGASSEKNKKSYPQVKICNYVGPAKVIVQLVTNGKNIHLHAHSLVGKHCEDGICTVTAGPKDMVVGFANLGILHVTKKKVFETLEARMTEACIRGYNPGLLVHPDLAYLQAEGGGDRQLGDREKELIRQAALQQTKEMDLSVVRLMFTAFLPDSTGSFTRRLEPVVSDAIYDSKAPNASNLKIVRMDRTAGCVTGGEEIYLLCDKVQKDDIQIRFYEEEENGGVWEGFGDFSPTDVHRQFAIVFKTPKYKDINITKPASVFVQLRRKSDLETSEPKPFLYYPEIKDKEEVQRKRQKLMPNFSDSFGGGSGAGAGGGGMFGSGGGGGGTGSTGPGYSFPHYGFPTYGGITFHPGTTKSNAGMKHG
# Calls only; i = inactive. The list is partial; rates above refer to the full screens.
SMILES,NFkB SMM
C/C=C(/C)C(=O)OC1c2c(ccc3ccc(=O)oc23)OC(C)(C)C1OC(=O)/C(C)=C\C (centres undefined),i
Cc1cc(C)cc(OCC2CNC(=O)O2)c1 (centres undefined),i
CCOC(=O)NNc1nncc2ccccc12,i
CCC(=O)O[C@]1(C(=O)SCF)[C@H](C)C[C@H]2[C@@H]3C[C@H](F)C4=CC(=O)C=C[C@]4(C)[C@@]3(F)[C@@H](O)C[C@@]21C,i
C[C@H]1[C@H](C)CC[C@]2(C(=O)O[C@@H]3O[C@H](COC4O[C@H](CO)[C@@H](OC5O[C@@H](C)[C@H](O)[C@@H](O)[C@H]5O)[C@H](O)[C@H]4O)[C@@H](O)[C@H](O)[C@H]3O)CC[C@]3(C)C(=CC[C@@H]4[C@@]5(C)C[C@@H](O)[C@H](O)[C@@](C)(CO)C5CC[C@]43C)[C@H]12 (some centres undefined),i
O=c1cc(-c2ccc(O)cc2)oc2cc(O[C@@H]3O[C@H](CO)[C@@H](O)[C@H](O)[C@H]3O[C@@H]3OC[C@](O)(CO)[C@H]3O)cc(O)c12,i
Cc1cccc(C)c1NC(=O)C1CCCCN1C (centres undefined),i

# 2 of the compounds above, as labelled records.
> CCC(=O)O[C@]1(C(=O)SCF)[C@H](C)C[C@H]2[C@@H]3C[C@H](F)C4=CC(=O)C=C[C@]4(C)[C@@]3(F)[C@@H](O)C[C@@]21C
  NFkB SMM: i
> O=c1cc(-c2ccc(O)cc2)oc2cc(O[C@@H]3O[C@H](CO)[C@@H](O)[C@H](O)[C@H]3O[C@@H]3OC[C@](O)(CO)[C@H]3O)cc(O)c12
  NFkB SMM: i
